CSN deneddyl inh: inhibitors of human CSN-mediated cullin deneddylation. Purified CSN, SCF-Nedd8-OG deneddylation, fluorescence polarization. inhibition, % at 12.5 µM. AID 651999. 0.38% of 360,000 active;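 active = pattern-corrected inhibition above about 35%, with an unprinted fluorescence ratio check between 0.5 and 1.5, limit read from the data, passing the limit was not always enough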;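 note: 0% = enzyme with substrate and 100% = substrate without enzyme; some results filed as inactive read as strong as hits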
Target sequence (Q92905 whole entry, looked up, one chain of several): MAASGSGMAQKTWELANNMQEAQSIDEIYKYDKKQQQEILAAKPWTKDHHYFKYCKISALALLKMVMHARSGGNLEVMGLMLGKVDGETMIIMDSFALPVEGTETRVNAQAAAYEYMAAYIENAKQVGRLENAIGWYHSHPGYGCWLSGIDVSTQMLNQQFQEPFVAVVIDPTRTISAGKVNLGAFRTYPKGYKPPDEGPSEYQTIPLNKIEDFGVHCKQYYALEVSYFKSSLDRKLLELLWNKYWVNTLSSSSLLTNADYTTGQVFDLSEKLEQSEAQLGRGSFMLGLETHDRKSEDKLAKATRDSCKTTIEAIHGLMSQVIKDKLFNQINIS
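test system = HEK293T-derived human Csn5 enzyme | amount = 0.24 nM Csn5 enzyme, final concentration | medium = Tris/NaCl/DTT buffer, pH 7.5 | schedule = 90 min reaction at room temperature | signal = FP | evaluation = inhibition of Csn5 cleavage, % | compound dosing = single dose of 12.5 µM compound with 0.25% DMSO | probe or stimulus = 10 nM SCFSkp2-Nedd8OG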
Rpn11 block: inhibitors of human proteasome Rpn11; O00487; human 26S proteasome, Ub4-pepOG fluorescence polarization; 20S core pre-blocked with epoxomicin; calls only at 20 µM; 0.59% of 360,000 active; AID 588493;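 active = inhibition at 20 µM, scaled to each plate's controls, above about 33%, limit read from the data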
Target sequence (O00487 whole entry, looked up): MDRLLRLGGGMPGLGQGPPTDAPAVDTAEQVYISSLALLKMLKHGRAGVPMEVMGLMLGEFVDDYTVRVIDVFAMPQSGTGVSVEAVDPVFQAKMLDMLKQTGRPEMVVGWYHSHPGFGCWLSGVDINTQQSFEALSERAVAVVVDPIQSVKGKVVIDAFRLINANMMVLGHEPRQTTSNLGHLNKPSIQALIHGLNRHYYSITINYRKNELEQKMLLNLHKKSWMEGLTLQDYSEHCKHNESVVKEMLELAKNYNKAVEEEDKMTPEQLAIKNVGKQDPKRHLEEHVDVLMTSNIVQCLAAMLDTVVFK
Rin1 Abl inh: blocks binding of human Rin1 to Abl | TR-FRET Rin1/Abl binding, biochemical | 0.4% of 360,000 active | AID 588664 | inhibition, % at 7.35 µM; in the data active = inhibition above about 5%, passing the limit was not always enough
DNMT1 block: inhibitors of human DNMT1. DNMT1 molecular beacon, Hinp1I cleavage, fluorescence. inhibition (reported as % activation of signal), % at 10 µM. 0.83% of 360,000 active. AID 588458; in the data active = inhibition above about 50%
NadD block: blocks S. aureus nicotinate mononucleotide adenylyltransferase; 0.78% of 360,000 active; inhibition, % at 20 µM; purified NadD enzyme, colorimetric absorbance read-out; in the data active = inhibition above about 26%; note: some compounds past the cut are filed as inactive
Scp-1 inhibitor: blocks human Scp-1 phosphatase activity; inhibition, % at 20 µM; 0.88% of 340,000 active; Recombinant Scp1, phosphopeptide, malachite green phosphate absorbance; Q9GZU7;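 active = inhibition above about 50% at 20 µM, limit read from the data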;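 note: plate controls were DMSO wells with enzyme for no effect and wells lacking enzyme for full effect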
Target sequence (Q9GZU7 76-261 limits assumed): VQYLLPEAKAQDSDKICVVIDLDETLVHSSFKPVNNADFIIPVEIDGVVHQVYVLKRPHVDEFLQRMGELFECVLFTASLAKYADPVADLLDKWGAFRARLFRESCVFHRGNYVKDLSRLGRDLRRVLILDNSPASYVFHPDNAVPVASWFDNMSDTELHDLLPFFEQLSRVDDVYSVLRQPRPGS
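assay system = SCP-1 phosphatase catalytic domain, residues 76-261 | buffer or medium = 50 mM Tris acetate pH 5.5, 0.005% Tween-20, 10 mM MgCl2 | incubation = enzyme reaction 45 min at room temperature, colour 5 min, stabilisation 30 min | signal = Phosphate-binding colour reagent, absorbance read at 630 nm | measure = % inhibition at 20 µM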
Neddyl block: inhibitors of human cullin neddylation; TR-FRET cullin neddylation, biochemical; calls only at 25 µM; 0.58% of 360,000 active; AID 651699; in the data active = inhibition above about 36%
STEP block: inhibitors of human striatal-enriched phosphatase STEP. 0.25% of 360,000 active. AID 588621. inhibition, % at 20 µM. P54829. recombinant STEP, OMFP fluorogenic substrate, fluorescence;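 active = inhibition at 20 µM, scaled per plate between control wells, above about 37%, limit read from the data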;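 note: 0% = DMSO with enzyme and substrate and 100% = substrate only without enzyme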
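medium = Bis-Tris buffer pH 6.0, 2.5 mM DTT, 0.005% Tween 20 | test system = STEP (striatal-enriched tyrosine phosphatase) enzyme, cell-free | measure = normalized % inhibition | compound dosing = 20 µM, 1% DMSO | also added = 25 µM OMFP | schedule = reaction 20 min, ambient temperature | measured by = fluorescence read at 480 nm ex / 540 nm em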
LMPTP inh: blocks human LMPTP phosphatase; recombinant LMPTP-A, OMFP fluorogenic substrate, fluorescence intensity; inhibition, % at 20 µM; 0.22% of 360,000 active;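 active = compounds that cut the enzyme signal by at least half of the control window in the single-dose screen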;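 note: plate controls were DMSO wells with enzyme plus substrate for no effect and substrate without enzyme for full effect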
Target sequence (P24666 whole entry, looked up): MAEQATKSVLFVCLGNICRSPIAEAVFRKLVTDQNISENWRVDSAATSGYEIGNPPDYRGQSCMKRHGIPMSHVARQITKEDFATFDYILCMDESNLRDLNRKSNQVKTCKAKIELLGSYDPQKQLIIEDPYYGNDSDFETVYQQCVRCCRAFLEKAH
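test system = LMPTP-A | amount = 0.625 nM LMPTP-A final | reagent = fluorogenic phosphatase substrate OMFP at 400 µM final | incubation = 50 min at room temperature | benchmarks = no-enzyme low control, uninhibited high control | medium = Bis-Tris pH 6.0, DTT, detergent | signal = fluorescence intensity of OMFP turnover product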
SUMO1-SIM PPI: modulators of human SUMO1-mediated protein-protein interactions; SUMO1 binding to a labelled peptide, TR-FRET, 1 h; inhibition, % at 20 µM; 0.33% of 360,000 active; in the data active = inhibition above about 37%
The depositor's hits bear a star; i = inactive; / = not tested or not shown.

Below each SMILES – CSN deneddyl inh	Rpn11 block	Rin1 Abl inh	DNMT1 block	NadD block	Scp-1 inhibitor	Neddyl block	STEP block	LMPTP inh	SUMO1-SIM PPI
- O=C1Nc2ccc(S(=O)(=O)N3CCCC3C(=O)O)c3cccc1c23 (stereo not drawn)
 : -4	i	-6	1	11	-11	i	-1	-2.6	-13
- O=C1OC(CN(Cc2ccccc2)Cc2ccccc2)CN1N=Cc1ccc([N+](=O)[O-])o1 (stereo not drawn)
 : 1	i	-1	14	28	3	i	5	2.0	-7
- COc1ccc(CN2CCC(CO)(Cc3cccc(C(F)(F)F)c3)CC2)cc1Cn1cccn1
 : 1	i	0	-4	-3	-13	i	2	-0.6	-1
- CCOC(=O)c1nnn(CC(=O)N2N=C(c3ccc(Cl)cc3)CC2c2ccccc2)c1C(=O)OCC (stereo not drawn)
 : 1	i	-3	9	3	-5	i	1	4.2	5
- CN1CCCN(Cc2ccc(Cl)cc2Cl)CC1
 : 0	i	1	3	-5	-5	i	0	-3.1	4
- CCc1ccc(-n2c(=S)sc3c(=O)n(-c4ccccc4)c(SCC(=O)O)nc32)cc1
 : 3	i	2	2	-1	-13	i	1	-1.4	-18
- C=CCC(=O)OCC(=O)Nc1ccc(Cl)cn1
 : -2	i	-1	0	2	-6	i	0	-2.5	1
- CCC(Sc1nc(=O)cc(N)n1CCc1ccccc1)C(=O)Nc1cc(C)on1 (stereo not drawn)
 : 0	i	1	6	0	-5	i	1	-1.6	1
- Cc1ccc(C)c(NC(=S)N(C)CCc2ccccn2)c1
 : -4	i	0	-4	-3	-1	i	2	-2.2	-6
- O=c1oc(-c2ccc([N+](=O)[O-])cc2)nc2ccccc12
 : 6	i	2	-3	-5	-1	i	-1	-0.4	-18
- COc1cc(NC(=O)C2CCCN2S(=O)(=O)c2ccc3c(c2)CCC(=O)N3)cc(OC)c1 (stereo not drawn)
 : -2	i	2	-2	0	18	i	-2	-1.1	3
- CC[C@]12c3[nH]c4ccccc4c3CCN1C(=O)C(CC(=O)NCCCn1ccnc1)C[C@@H]2C(=O)N1CCN(C(=O)c2ccco2)CC1 (stereo partly drawn)
 : -2	i	-3	10	2	4	i	-1	-9.4	-15
- Cc1nc2ccc(Br)cn2c1C(=O)N/N=C\c1ccc(C(C)C)cc1
 : 4	i	-4	-1	4	-6	i	0	-0.1	0
- CC(O)CNCc1ccccc1C(F)(F)F (stereo not drawn)
 : -4	i	1	-4	-9	-1	i	1	-1.9	-2
- CCOC(=O)N1CCN(c2cc(NCCO)c([N+](=O)[O-])c3nonc23)CC1
 : 3	i	-4	-5	0	-17	i	-10	-0.4	-25
- Cc1cccc([C@@H]2[C@@H]3C(=O)N(Cc4ccccc4)C(=O)[C@@H]3[C@]3(Cc4ccc(Cl)cc4)C(=O)N(c4ccccc4)C(=O)N23)c1
 : 1	i	1	4	16	-8	i	2	0.2	-2
- CC(C)(C)c1nnc2sc(SCC(=O)c3ccc4c(c3)OCCO4)nn2c1=O
 : -4	i	4	4	12	-1	i	5	-0.8	-22
- COC(=O)c1ccccc1C(=O)N1CCCC(CNC(=O)c2ccc(F)cc2)C1 (stereo not drawn)
 : -2	i	1	3	-3	-10	i	-3	-1.7	-2
- CC1CCN(Cc2c(C(=O)N/N=C/c3ccc(C(C)C)cc3)nnn2-c2nonc2N)CC1
 : -1	i	0	4	4	-5	i	0	0.1	2
- CCCc1nnc(NC(=O)CN2C(=O)c3ccccc3S2(=O)=O)s1
 : 1	i	3	-1	5	-2	i	2	-1.5	2
- COc1ccc(-c2ccccc2)cc1NCc1ccc(OC)c(OC)c1
 : -10	i	0	-3	-2	-1	i	-5	-0.6	-1
- COC(=O)C1=C(C)N=C2SCCC(=O)N2C1c1ccc(OC(=O)c2ccco2)cc1 (stereo not drawn)
 : 0	i	1	-5	1	-7	i	-1	-0.3	-1
- CN(C)S(=O)(=O)c1ccc(NCC2COc3ccccc3O2)c([N+](=O)[O-])c1 (stereo not drawn)
 : -4	i	0	-2	-13	-10	i	0	0.7	-21
- NC(=O)c1ccc(Nc2nnc(-c3ccc(O)cc3)c3ccccc23)cc1
 : 0	i	0	1	4	5	/	0	1.4	6
- COc1ccc(CNS(=O)(=O)c2cc3c4c(c2)C(C)C(=O)N4CCC3)cc1 (stereo not drawn)
 : -6	i	-2	1	5	-9	i	6	-0.1	2
- CCOC(=O)c1cnc2c(c(C)nn2C)c1Oc1ccc(OC)cc1
 : -1	i	0	0	-2	-16	i	1	1.0	5
- COc1ccc(N2C(=O)CC(N3CCN(c4nc5ccccc5s4)CC3)C2=O)cc1 (stereo not drawn)
 : 1	i	-4	4	9	-5	i	2	-0.3	3
- Cc1nnc(SCC(=O)NCc2ccccc2)s1
 : -5	i	-1	3	-1	-10	i	1	-0.3	1
- O=C1C2C(c3ccccc3)CC=CC2[C@H](c2ccc3ccccc3c2)N1Cc1ccccc1 (stereo partly drawn)
 : 4	i	-1	18	21	-1	i	2	4.8	3
- O=C(Nc1ccc(C(=O)N2CCCC2)cc1)c1ccccc1
 : 1	i	1	2	-2	-4	i	3	-1.8	0
- O=C(CC(Nc1ccc(F)cc1)C(=O)O)c1ccccc1 (stereo not drawn)
 : -2	i	1	-2	-1	-7	i	4	-0.4	-9
- O=C(CSc1nc2ccccc2o1)N/N=C/c1ccccc1
 : 0	i	1	-4	3	-5	i	-4	1.1	2
- Cc1c(C(=O)C(=O)N2CCN(Cc3ccc4c(c3)OCO4)CC2)c2ccccc2n1C
 : -5	i	1	2	1	-9	i	1	2.0	3
- C/C(CC(=O)NCc1ccccc1)=N\NC(=O)c1cnccn1
 : -3	i	-7	2	-2	-5	i	0	-2.3	-7
- CCS(=O)(=O)n1nc(NCc2cccc(OC)c2)nc1NCc1cccc(OC)c1
 : -1	i	-2	8	-5	-5	i	0	-0.7	1
- COc1ccc(OCC(=O)Nc2cc(NC(=O)c3ccco3)ccc2OC)cc1
 : 0	i	1	0	0	-3	i	-2	0.2	2
- COc1ccc(C(=O)NC(=S)N(Cc2ccccc2)Cc2ccccc2)cc1
 : 7	i	-2	-2	-8	-18	i	1	2.3	1
- Cc1cc(/C=N/n2cnnc2)c(C)n1-c1ccc(C(=O)O)cc1
 : 2	i	-3	-5	4	5	i	1	0.2	1
- COc1ccc(OC)c(N(CC(=O)NC2CCCC2)S(=O)(=O)c2ccc(OC)c(OC)c2)c1
 : 1	i	-5	2	1	-5	i	3	0.7	-2
- O=c1[nH]nc(Cc2ncc(C(F)(F)F)cc2Cl)c2ccccc12
 : 2	i	0	3	5	-6	i	-1	-1.5	-1
- O=C(CN1CCOCC1)N(c1ccccc1)c1ccc2ccccc2c1
 : 2	i	2	-10	-4	0	i	1	0.0	-11
- CCOc1ccc(NC(=O)CCSc2nnc(C)s2)cc1
 : -1	i	-1	12	-4	-1	i	-1	0.9	-1
- O=C(Cc1ccc(-n2cnnn2)cc1)NC12CC3CC(CC(C3)C1)C2
 : 1	i	-2	0	2	-13	i	-1	-1.4	0
- CCOCCCNC(=O)C(NC(=O)c1ccc2c(c1)OCO2)c1ccccc1 (stereo not drawn)
 : 3	i	-7	-1	-3	-11	i	-3	-0.3	1
- O=P(c1ccccc1)(c1ccccc1)c1cc(S(=O)(=O)O)ccc1O
 : 20	i	2	83*	-1	88*	i	98*	29	15
- Nc1nonc1C(=O)NCCNC(=O)c1ccc(Cl)cc1
 : -7	i	2	2	-1	2	i	-1	-0.6	5
- Cn1nnc2sc3c(c2c1=O)CCCC3
 : 0	i	-3	1	-2	11	i	5	-1.6	-19
- O=CN1CCN(C=O)C(O)C1O (stereo not drawn)
 : 0	i	1	4	-2	-3	i	-2	-0.7	4
- C=CCNC(=S)Nc1cc(Cl)ccc1OC
 : -1	i	0	-1	0	-7	i	-3	-0.9	5
- CCC(C)n1c(SCC(=O)Nc2ccc3[nH]c(=O)[nH]c3c2)nc2ccccc2c1=O (stereo not drawn)
 : -1	i	3	-5	0	4	i	3	-1.0	6
- CC1=CC2=NC(=O)CC(C)(C(=O)N(CC(=O)NC(C)(C)C)C3CCCC3)N2C=C1 (stereo not drawn)
 : -2	i	3	3	-4	-6	i	-3	-1.6	9
- COc1ccccc1C(=O)NNC(=O)c1ccc(O)cc1
 : -2	i	-3	-1	0	/	i	1	-1.1	3
- CC(=O)c1c(C)[nH]c(C(=O)CSc2nnc(-c3ccc(Cl)cc3)n2CC2CCCO2)c1C (stereo not drawn)
 : 6	i	0	-6	0	-5	i	3	-0.8	1

Copied from the list.
Value for O=C(CN1CCOCC1)N(c1ccccc1)c1ccc2ccccc2c1 in STEP block: 1
Value for O=C1C2C(c3ccccc3)CC=CC2[C@H](c2ccc3ccccc3c2)N1Cc1ccccc1 (stereo partly drawn) in STEP block: 2
Value for COc1ccccc1C(=O)NNC(=O)c1ccc(O)cc1 in CSN deneddyl inh: -2

One compound at a time (already shown). Order of screens: CSN deneddyl inh | Rpn11 block | Rin1 Abl inh | DNMT1 block | NadD block | Scp-1 inhibitor | Neddyl block | STEP block | LMPTP inh | SUMO1-SIM PPI
Entry for `O=C(Cc1ccc(-n2cnnn2)cc1)NC12CC3CC(CC(C3)C1)C2` → 1 | i | -2 | 0 | 2 | -13 | i | -1 | -1.4 | 0
Entry for `CC1=CC2=NC(=O)CC(C)(C(=O)N(CC(=O)NC(C)(C)C)C3CCCC3)N2C=C1` (stereo not drawn) → -2 | i | 3 | 3 | -4 | -6 | i | -3 | -1.6 | 9

Shown as a hit in Scp-1 inhibitor, of those listed so far:
| Molecule | CSN deneddyl inh | Rpn11 block | Rin1 Abl inh | DNMT1 block | NadD block | Scp-1 inhibitor | Neddyl block | LMPTP inh | SUMO1-SIM PPI |
| --- | --- | --- | --- | --- | --- | --- | --- | --- | --- |
| O=P(c1ccccc1)(c1ccccc1)c1cc(S(=O)(=O)O)ccc1O | 20 | i | 2 | 83* | -1 | 88* | i | 29 | 15 |

High-throughput results (PubChem BioAssay)
